Screening results as filed in PubChem.
CHRM1 antagonist: antagonists of human M1 muscarinic receptor; P11229; CHO-K1 hM1, Fluo-8 calcium fluorescence, ACh EC80 antagonist; inhibition, % at 3 µM; 360,000 tested, 1.3% active; AID 588852;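 active means percent inhibition above its own plate's cutoff, namely the mean of that plate's compound wells plus 3 SD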;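 further: peak over basal fluorescence ratio during 140 s after agonist addition; 0% = ACh EC80 plus DMSO and 100% = DMSO alone without agonist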
Target sequence (P11229 whole entry, looked up): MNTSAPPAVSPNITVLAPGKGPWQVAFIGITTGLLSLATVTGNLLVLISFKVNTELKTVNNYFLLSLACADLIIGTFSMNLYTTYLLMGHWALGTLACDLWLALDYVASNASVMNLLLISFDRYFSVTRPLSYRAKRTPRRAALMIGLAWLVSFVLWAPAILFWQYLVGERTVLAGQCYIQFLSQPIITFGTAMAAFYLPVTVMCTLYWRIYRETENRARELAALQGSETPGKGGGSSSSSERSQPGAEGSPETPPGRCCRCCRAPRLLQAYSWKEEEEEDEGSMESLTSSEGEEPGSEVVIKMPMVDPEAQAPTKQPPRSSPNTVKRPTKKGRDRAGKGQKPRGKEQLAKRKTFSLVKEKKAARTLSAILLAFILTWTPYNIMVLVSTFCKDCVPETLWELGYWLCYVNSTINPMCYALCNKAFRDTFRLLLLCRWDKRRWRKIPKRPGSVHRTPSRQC
M1 PAM: human CHRM1 positive allosteric modulation; P11229; AID 588819; 360,000 tested, 0.088% active; CHO-K1 hM1, Fluo-8 calcium fluorescence, ACh EC20; 0% = ACh EC20, 100% = maximal ACh; activation, % at 3 µM; in the data active means activation above about 19%, passing the limit was not always enough
CHRM1 agonist: human M1 muscarinic receptor agonism. CHO-K1 hM1, Fluo-8 calcium fluorescence, agonist mode; 0% DMSO, 100% acetylcholine EC100. AID 588814. 360,000 tested, 0.33% active. P11229. activation, % at 3 µM;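 active means activation above the run's mean compound activation plus 3 SD, cut at about 16% in these data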;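 further: peak over basal fluorescence ratio within a 140 s kinetic read after compound addition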
TAAR1 ag: agonists of human TAAR1. Q96RJ0. CHO RD-HGA16 TAAR1, Fluo-8 calcium fluorescence; vehicle wells 0%, saturating PEA agonist 100%. activation, % at 3 µM. 360,000 tested, 0.99% active. AID 624467;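 active means activation above the mean activation of all test compounds in the run plus 3 SD, cut at about 38% in these data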
Target sequence (Q96RJ0 whole entry, looked up): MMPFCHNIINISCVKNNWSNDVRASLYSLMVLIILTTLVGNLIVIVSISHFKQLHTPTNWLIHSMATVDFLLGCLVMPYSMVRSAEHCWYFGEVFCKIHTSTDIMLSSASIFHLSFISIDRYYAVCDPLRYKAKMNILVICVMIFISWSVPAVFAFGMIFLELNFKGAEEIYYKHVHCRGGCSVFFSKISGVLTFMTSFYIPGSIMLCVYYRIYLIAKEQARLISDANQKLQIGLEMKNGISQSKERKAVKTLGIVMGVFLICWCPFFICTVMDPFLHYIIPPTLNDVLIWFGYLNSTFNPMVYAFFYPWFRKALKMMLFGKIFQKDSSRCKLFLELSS
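Test system: RD-HGA16 (CHO) cells co-expressing Gα16 and hTAAR1 | Doses: Single dose, 3 µM | Schedule: 17-24 h seeding, 75 min 37 °C dye, 30 min RT | Evaluation: % activation from peak over basal fluorescence ratio, DMSO-to-PEA scaled | Technique: Kinetic Fluo-8 calcium fluorescence | Benchmarks: Low control DMSO, high control PEA (EC100)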
CHO-K1 Ca antag: nonselective inhibitor or artifact in parental CHO-K1 cells | ATP-induced calcium, Fluo-8 fluorescence | inhibition, % at 3 µM | 360,000 tested, 0.6% active | AID 602250;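 active means inhibition above a per-plate cutoff, the plate's mean sample inhibition plus 3 SD, cut at about 24% in these data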;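 further: 0% = DMSO plus EC80 ATP and 100% = DMSO alone without ATP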
CHO-K1 Ca ag: M1 agonist counterscreen hit in parental CHO-K1 cells. activation, % at 3 µM. AID 602248. 360,000 tested, 0.48% active. Fluo-8 calcium fluorescence; scaled to maximal ATP response, vehicle zero; in the data active means activation above about 15%;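 further: untransfected CHO-K1 host cells lacking M1 receptor as counterscreen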
CHO-K1 Ca PAM: nonselective activator or artifact in parental CHO-K1 calcium assay; ATP EC20, Fluo-8 calcium fluorescence; 0% at ATP EC20, 100% at ATP max; activation, % at 3 µM; 360,000 tested, 0.02% active; AID 602247;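 active means activation above the run cutoff, the mean activation of all test compounds plus 3 SD, cut at about 40% in these data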;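 further: peak over basal fluorescence ratio in a 140 s read after ATP addition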
TAAR1 antag: antagonists of human TAAR1. 360,000 tested, 1.5% active. Q96RJ0. CHO RD-HGA16 TAAR1, Fluo-8 calcium fluorescence, antagonist. inhibition, % at 3 µM;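 active means inhibition above a per-plate cutoff, the mean inhibition of test compounds on that plate plus 3 SD, cut at about 49% in these data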;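 further: 0% = DMSO plus EC80 beta-PEA response and 100% = DMSO alone without agonist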
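Assay system: CHO-derived RD-HGA16 cells stably expressing human TAAR1 plus Gα16. Timing: 140 s kinetic read after compound, 140 s after agonist. Technique: kinetic Fluo-8 calcium fluorescence measurement. Measure: % inhibition of agonist calcium response.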
CHO parental Ca: counter-screen: ATP calcium response change in parental CHO cells; inhibition, % at 5.6 µM; parental CHO-K1, ATP-induced calcium, Fluo-8 fluorescence; AID 463079; 330,000 tested, 0.63% active;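 active means inhibition above that plate's mean sample inhibition plus 3 SD, cut at about 26% in these data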;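 further: 0% = ATP-challenged DMSO wells and 100% = DMSO wells without ATP; some compounds past the cut are filed as inactive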
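material = parental CHO cells | also added = ATP as calcium-mobilizing challenge | dosing = single point at 5.6 µM | detection = intracellular calcium via Fluo-8 no-wash fluorescent dye | read-out = % inhibition | benchmarks = low control ATP plus DMSO, high control DMSO only | repeats = one well per compound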
* marks the source's active call; other numbers are inactive results; . = no result given.

structure	CHRM1 antagonist	M1 PAM	CHRM1 agonist	TAAR1 ag	CHO-K1 Ca antag	CHO-K1 Ca ag	CHO-K1 Ca PAM	TAAR1 antag	CHO parental Ca
O=C(O)c1cccc(-n2cccc2/C=N/O)c1	-10	10	-4	7	-8	-0.1	20	-4	-1
O=C(Nc1ncc([N+](=O)[O-])s1)C1COc2ccccc2O1 (stereo unspecified)	8	0	6	6	6	16*	4	7	16
COc1cc(C(=O)OCC(=O)NC2CCCCC2)cc2c1OCCO2	-6	9	-4	7	-15	0.5	6	-1	-18
CC12CCC(=O)N1C(C(=O)NNC(=O)c1ccc(Cl)cc1)CS2 (stereo unspecified)	-3	5	-3	12	2	-0.1	3	-10	-13
Cc1cc(NC(=O)COC(=O)COc2ccc(Cl)c(C)c2)no1	-14	3	-2	3	-15	1.5	11	14	.
CC1CCCN(C(=O)CN2C(=O)CSc3ccc(S(=O)(=O)N4CCOCC4)cc32)C1 (stereo unspecified)	-1	9	-1	1	3	0.5	6	-5	-7
c1ccc(Cn2cc(CN3CCCCO3)c(-c3ccc4c(c3)OCO4)n2)cc1	7	3	-2	3	-7	7.1	12	14	-8
O=C(/C=C/c1ccccc1)NC1CCSC1=O (stereo unspecified)	-6	10	-4	0	-13	0.0	23	-2	8
CC(=O)Nc1ccc(S(=O)(=O)N(C)CC(=O)OCC(=O)N2CCCCCC2)cc1	-8	9	-1	2	-3	1.1	-1	-1	-3
Cc1cccc(NC(=S)Nc2ccc(Oc3ccccc3)cc2)n1	-6	6	-5	0	-9	1.5	20	9	-18
COc1ccc2sc(-c3ccccc3OC)c(-c3ccc4c(c3)OCCO4)c2c1	-3	1	-1	3	-9	0.1	-6	-9	-27
O=C1CN(C(=O)COC(=O)c2ccc([N+](=O)[O-])s2)c2ccccc2N1	6	-2	0	.	-8	2.0	10	.	-11
C=CCC[C@H](Cc1ccc(F)cc1)C(=O)OC[C@@H](C)NC(=O)[C@@H](CC=C)CC(=O)N[C@H](CO)Cc1ccccc1	-7	10	-4	17	-7	-0.1	-16	51*	-1
COc1cccc(C2=NOC(C(=O)Nc3ccc(C(C)=O)cc3)C2)c1 (stereo unspecified)	-4	4	-2	11	5	0.4	-4	23	-4
O=C(CCS(=O)(=O)c1ccccc1)Nc1nccs1	4	-2	-3	0	11	0.2	0	-11	-6
Cc1cc(N2CCN(Cc3cn(C)nc3-c3ccccc3F)CC2)cc(C)n1	-6	8	-8	1	-6	-0.2	-8	-22	-10
CCOC(=O)C1=C(OCc2ccc(Cl)cc2)C2C=C(C)C=CC2N=C1 (stereo unspecified)	-19	9	1	7	11	0.2	3	4	-16
O=CN1CCN(C(C(=O)NC2CCCCC2)c2cc3c(cc2[N+](=O)[O-])OCO3)CC1 (stereo unspecified)	-12	12	-6	1	-3	0.3	8	-26	-4
COc1ccc(/C=C(\NC(=O)c2ccc(C)cc2)C(=O)NCCCn2ccnc2)cc1	1	6	-8	9	-21	0.8	12	8	-4
CCC(C)(C)NC(=O)C(c1ccc(F)cc1)N(Cc1ccccc1)C(=O)c1cnccn1 (stereo unspecified)	-2	4	-6	0	-12	0.3	10	-10	-36
Cc1ccccc1Nc1nc(N)nc(CSCC(=O)Nc2cccc(Br)c2)n1	-6	4	-5	14	-8	4.0	21	2	-10
O=[N+]([O-])c1ccccc1CNC(Cc1ccccc1)c1ccccc1 (stereo unspecified)	6	-9	-7	2	-18	-0.6	-6	-12	-25
Cc1cc(C)n2c(SCC(=O)Nc3c(C)n(C)n(-c4ccccc4)c3=O)nnc2n1	6	1	-2	1	-9	0.3	4	12	-10
CCOc1ccc(NC(=O)CCn2nc(C)c(S(=O)(=O)N3CCCCC3)c2C)cc1	-3	3	-2	30	-13	4.0	26	12	-13
CCCNC(=O)NC(=O)CSc1nc(C)cs1	-15	13	-15	2	-3	0.1	16	3	-10
O=C(c1ccc2c(c1)C(=O)N(CCCO)C2=O)c1ccc2c(c1)C(=O)N(CCCO)C2=O	-13	-2	-4	16	1	3.4	17	43	-15
COC(=O)c1ccc(NC(=O)CSc2nnc(C3CC3)n2C)cc1	-10	-2	-3	7	-11	0.2	13	6	1
Cc1ccc(C)c(OCC(=O)OCc2csc(CC(=O)Nc3ccccc3C)n2)c1	-11	1	-6	-1	-20	1.8	20	0	.
CCN(CC)c1ccc(C(=O)OCC(=O)N(C(C)C)C(C)C)cc1	-5	9	-14	3	-8	0.5	9	-19	-14
Cc1ccc(CNc2nc(-c3cccs3)nc3ccccc23)cc1	-11	9	-8	2	0	0.9	12	-12	-11
CCNC(=S)N1CCc2cc(OC)c(OC)cc2C1COc1ccc(F)cc1 (stereo unspecified)	-7	5	-7	1	-11	1.8	14	17	-1
O=C(CSCC(=O)Nc1nccs1)Nc1ccccc1	-10	6	-2	-3	-11	1.1	19	7	-12
N#CCC(=O)Nc1ncn(Cc2ccccc2Cl)n1	-1	3	-5	7	9	-0.2	-7	10	-2
COc1ccc(C(=O)NNC(=O)CSc2nnnn2C)cc1	-1	11	-7	0	-5	-0.1	20	1	-6
Cc1cc(Nc2nnnn2-c2ccccc2)n(-c2ccc(Cl)cc2)n1	6	-1	2	14	7	7.4	12	-5	5
NNC(=O)[C@H](Cc1ccccc1)NC(=O)Nc1ccc2c(c1)OCCO2	36*	-22	-7	0	-4	0.3	-13	4	-27
CN(C)S(=O)(=O)c1ccc(C(=O)N2CCN(C(=O)C3CCCO3)CC2)cc1 (stereo unspecified)	-8	3	-4	4	-2	0.1	3	-3	-15
N#CCCN1C(=O)C2(OCCO2)c2ccccc21	3	2	-4	4	5	0.1	17	-28	8
CCOC(=O)C1CCCN(C(=O)c2ccc(NC(=O)CC3SC(N4CCCC4)=NC3=O)cc2)C1 (stereo unspecified)	-4	5	-3	0	-4	0.4	8	10	0
Cc1cc(NC(=O)CN2C(=O)NC3(CCCCCC3)C2=O)no1	-3	-8	-1	1	11	0.2	-14	-28	-11
Cc1cccc2cc(CN(Cc3nnnn3C3CCCC3)C3CCCCC3)c(=O)[nH]c12	-8	-1	-5	0	-6	0.1	16	-13	-14
Nc1ncnc2c1ncn2[C@@H]1O[C@H](CNCc2c(OCc3ccccc3F)ccc3ccccc23)[C@@H](O)[C@H]1O	-9	4	-10	4	-9	-0.5	5	-2	-15
COC(=O)c1c(N)c2ccccc2[nH]c1=O	-3	2	-3	13	-19	0.4	30	6	3
Cc1ccc2c(C)c(C(=O)N(C)Cc3nccn3C)oc2c1C	-15	10	-1	2	-1	1.0	-6	-17	-22
COCCn1c(N)c(N(Cc2ccccc2)C(=O)CSCC(=O)Nc2ccc(C)cc2)c(=O)[nH]c1=O	-3	8	1	-1	-4	0.6	12	-29	-11
C=CCc1ccccc1Oc1cc(OC)nc(N)n1	-4	4	-5	2	-1	-0.1	2	-2	.
CCCN(CCC)CCNC(=O)CN1C(=O)COc2ccc(S(=O)(=O)N3CCOCC3)cc21	5	-2	-10	0	-1	0.2	4	-17	5
O=C(N/N=C/c1cccnc1)c1ccccc1NS(=O)(=O)c1cccs1	-7	7	-2	2	-7	1.4	0	-17	-3
COc1ccc(S(=O)(=O)N2CCOC2CNC(=O)C(=O)NCCCc2ccccc2)cc1 (stereo unspecified)	0	0	-1	1	-9	7.6	12	-12	3
Cc1ccc(-c2cc(C(F)(F)F)n3ncc(C(=O)NCc4ccco4)c3n2)cc1	-6	4	-5	-1	-23	-0.1	21	15	-17
Cc1cccc(C(=O)NCc2nnc(SCC(=O)NC3=NCCS3)n2C)c1	-20	12	-8	-3	-14	1.0	8	0	0
CCc1ccc(OCC(=O)NNC(=O)c2cnccn2)c(Br)c1	-1	1	-2	0	7	-0.3	-10	-19	-6
COc1ccc(CCC(=O)OCC(=O)Nc2sccc2C(N)=O)cc1OC	24	-12	2	16	26*	15	-15	34	47*
CN(C(=O)COC(=O)c1cc(S(=O)(=O)N2CCOCC2)ccc1Cl)C1CCS(=O)(=O)C1 (stereo unspecified)	10	-4	-6	0	10	-0.1	-24	-27	1
COc1ccc(OC)c(NC(=O)COC(=O)/C=C/c2c(C)nn(C3CCS(=O)(=O)C3)c2Cl)c1 (stereo unspecified)	-14	-13	0	15	5	2.1	-5	36	-5
Cc1ccc(CNC(=O)CSc2nc(C)cs2)cc1	2	5	-4	5	-7	0.1	-4	-14	-8
CCOC(=O)C(=CNc1ccc(Oc2cccnc2)nc1)C(=O)OCC	-2	3	-3	3	9	-0.5	-15	-36	-3
CN(C)c1cccc(CNC(=O)c2ccc3nc([C@@H]4O[C@H](CO)[C@H](O)[C@H](O)[C@H]4O)[nH]c3c2)c1	-16	5	0	1	-5	0.0	-6	-5	.
Cc1ccc(Nc2ncnc(N)n2)cc1	4	5	-3	0	-9	-0.1	5	-39	-1
O=C(CNC(=O)/C(=C\c1ccc(F)cc1)NC(=O)c1ccccc1)OCc1ccccc1	-15	8	-3	1	-3	1.4	14	-24	-23

Further structures
structure	CHRM1 antagonist	M1 PAM	CHRM1 agonist	TAAR1 ag	CHO-K1 Ca antag	CHO-K1 Ca ag	CHO-K1 Ca PAM	TAAR1 antag	CHO parental Ca
CC[C@H](C)[C@H](NC(N)=O)C(=O)Nc1ccc2c(c1)OCO2	-5	7	-1	0	-17	-0.5	17	-29	-10
COc1ccc(-c2noc(CCCC(=O)NC3CCCCC3)n2)cc1OC	-12	10	-2	0	-13	1.6	8	0	0
O=C(O)C(Cc1ccccc1)N=Cc1c(O)c2ccccc2oc1=O (stereo unspecified)	0	2	-3	4	-7	-0.3	26	-28	.
Cc1c(C(=O)O)oc2ccc(S(=O)(=O)N3CCCC3)cc12	4	-2	-2	2	-15	0.2	1	-31	-1
CC1CCN(S(=O)(=O)c2ccc(S(=O)(=O)NCc3cccnc3)cc2)CC1	7	-5	-5	-1	-10	1.8	-10	-23	-10
CC(C)c1nnc(NC(=O)CSc2nnc(NC(=O)c3c(F)cccc3F)s2)s1	0	5	-1	5	-8	0.1	16	-39	-16

3 entries from above, field by field.
COc1ccc(-c2noc(CCCC(=O)NC3CCCCC3)n2)cc1OC
  CHRM1 antagonist: -12
  M1 PAM: 10
  CHRM1 agonist: -2
  TAAR1 ag: 0
  CHO-K1 Ca antag: -13
  CHO-K1 Ca ag: 1.6
  CHO-K1 Ca PAM: 8
  TAAR1 antag: 0
  CHO parental Ca: 0
CC(C)c1nnc(NC(=O)CSc2nnc(NC(=O)c3c(F)cccc3F)s2)s1
  CHRM1 antagonist: 0
  M1 PAM: 5
  CHRM1 agonist: -1
  TAAR1 ag: 5
  CHO-K1 Ca antag: -8
  CHO-K1 Ca ag: 0.1
  CHO-K1 Ca PAM: 16
  TAAR1 antag: -39
  CHO parental Ca: -16
Cc1c(C(=O)O)oc2ccc(S(=O)(=O)N3CCCC3)cc12
  CHRM1 antagonist: 4
  M1 PAM: -2
  CHRM1 agonist: -2
  TAAR1 ag: 2
  CHO-K1 Ca antag: -15
  CHO-K1 Ca ag: 0.2
  CHO-K1 Ca PAM: 1
  TAAR1 antag: -31
  CHO parental Ca: -1
